ELG1 repair inh – blocks ELG1-dependent DNA repair in HEK293T cells. Potency, µM (series often up to 46.1 µM), inactives show top-dose activity change, negative = inhibition, hits mostly inhibitors. HEK293T ELG1-luciferase reporter, luminescence, 16 h; DNA damage induced by 5-fluorouridine. 330,000 tested, 2.3% active; also: potency is read from the fitted curve at half-maximal effect; % is scaled to controls: 0 for no effect and ±100 for the full control effect; nearly all actives have a fitted effect of over 55% in size
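Quantitative HTS, concentration-response format. 2,000 cells/well co-treated with 5-fluorouridine and compound, 16 hr in 5% CO2 at 37 °C; ONE-Glo luminescence read after 30 min.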
A-T KAP1 phos – candidate therapy for ataxia-telangiectasia | […] A-T fibroblasts, KAP-1 phosphorylation AlphaLISA; neocarzinostatin DNA damage 30 min before lysis | Potency, µM (doses to about 57.5 µM), inactives show top-dose activation, hits mostly activators | 320,000 tested, 0.19% active | AID 485349; also: potency is read from the fitted curve at half-maximal effect; % of control where 0% means no effect; nearly all actives have a fitted effect of over 45% in size
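hTERT-immortalized A-T patient fibroblasts ([…]), 500 cells/well in OPTI-MEM, 1% FBS, got compounds for 60 min, then NCS for 30 min at 37C. Lysates were then assayed for phospho-KAP-1 by AlphaLISA (anti-pKAP1 donor, anti-KAP1 acceptor beads), 6 hr at 25C.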
B2AR arrestin – agonists driving beta-arrestin recruitment to human beta2-adrenergic receptor; beta-arrestin recruitment to beta2AR, cell-based reporter; 330,000 tested, 0.02% active; Potency, µM (doses to about 46.1 µM), for the others: top-dose activation, usual class: activators; P07550;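 also: potency is read from the fitted curve at half-maximal effect; 0% = DMSO controls and full agonism = EC100 isoproterenol or metaproterenol; nearly all actives have a fitted effect of over 65% in size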
Target sequence (P07550 whole entry, looked up): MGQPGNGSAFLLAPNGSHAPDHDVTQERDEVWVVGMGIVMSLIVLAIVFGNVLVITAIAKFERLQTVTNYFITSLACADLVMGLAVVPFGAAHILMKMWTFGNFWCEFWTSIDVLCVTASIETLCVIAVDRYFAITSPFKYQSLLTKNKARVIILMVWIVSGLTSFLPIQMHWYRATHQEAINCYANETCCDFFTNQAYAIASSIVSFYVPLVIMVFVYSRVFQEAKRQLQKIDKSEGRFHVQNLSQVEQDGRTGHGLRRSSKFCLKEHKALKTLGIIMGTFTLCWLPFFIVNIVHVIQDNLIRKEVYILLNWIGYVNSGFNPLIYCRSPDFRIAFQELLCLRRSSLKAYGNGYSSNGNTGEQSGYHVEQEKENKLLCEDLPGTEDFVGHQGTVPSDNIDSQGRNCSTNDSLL
p53 reactivation – restores transcriptional activity of mutant p53; H1299 p53-A138V BP100-luciferase reporter, luminescence, 24 h; Potency, µM (titrated, usually from 92.2 µM), for inactives: at the top dose activity change, positive = activation, usual class: activators; 320,000 tested, 0.063% active; also: potency is read from the fitted curve at half-maximal effect; % of control where 0% means no effect; nearly all actives have a fitted effect of over 45% in size
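p53-null H1299 cells stably carrying temperature-sensitive p53-A138V and a BP100-luciferase reporter were pinned with compounds (4-point, 1:5 series) and held 24 hrs at 37 deg C. Luminescence was read 10 min after detection reagent.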
Integrin act MD – integrin-mediated muscular dystrophy alleviation activation | alpha7betagal myoblasts, beta-gal FDG fluorescence, 48 h | Potency, µM (highest dose often 38.3 µM), for the others: at the highest dose activation, most hits filed as activators | 350,000 tested, 0.064% active | AID 624291;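 also: potency is read from the fitted curve at half-maximal effect; 100% = response of the positive control SU9516; nearly all actives have a fitted effect of over 60% in size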
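alpha7betagal+/- myoblasts (passage 13, 250/well) treated 48 h at 37C with compounds at 1:260 dilution of DMSO stock. Lysed, then beta-galactosidase activity read as FDG fluorescence (ex 480/em 540) after 30 min, with pre-read for autofluorescence.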
BRCA1 expr act – activators of BRCA1 expression; MCF7-BRCA1-FFLuc reporter, luminescence, 48 h; response scale: scaled: vehicle 0%, 10 µM genistein 100%; Potency, µM (series often up to 46.1 µM), for inactives: at the highest dose activation, hits mostly activators; 380,000 tested, 1.1% active; also: potency is read from the fitted curve at half-maximal effect; nearly all actives have a fitted effect of over 80% in size; some results filed as inactive show a strong effect at the top dose
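Luminescence from a BRCA1-driven firefly luciferase in MCF7 cells was the read-out, taken 15 min after substrate addition following 48 h compound exposure at 37 °C. Data were normalized to a 10 microM genistein control and DMSO vehicle.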
TRPV1 agonist – agonists of human vanilloid receptor 1 (TRPV1); TRPV1-expressing cells, Fluo-8 calcium influx, agonist mode; activation, % at 8.33 µM; 320,000 tested, 0.19% active; AID 540275; in the data active = activation above about 80%; inconclusive = between about 30% and that limit; also: 0% is about no effect
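TRPV1-expressing cells were cultured overnight at 35.5C and loaded with Fluo-8 calcium dye for 40 to 90 min at room temperature. After a 10 s baseline, compound was added and calcium influx was read kinetically for 3 min (ex 480/em 520 nm).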
TCR activator – activates T cell receptor signaling | primary human leukocytes, anti-CD3, IL-2 HTRF, 48 h | AID 504894 | 330,000 tested, under 10 active | Potency, µM (top dose mostly 9.22 µM), without a hit: at the highest dose activation of IL-2 secretion, usual class: activators; also: % of control where 0% means no effect
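HTRF read-out of IL-2 secretion: europium cryptate donor excited at 320nm, d2 acceptor emission at 665nm. Cells were primary human leukocytes incubated 48 hr with compounds and a-CD3 beads, supplying TCR signal only.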
PTAP TSG101 blk – blocks PTAP/TSG101 interaction to inhibit HIV-1 budding; Q99816; Fluorescence polarization, FITC-PTAP peptide / Tsg101 binding; Potency, µM (series often up to 115 µM), without a hit: at the highest dose activity change, negative = inhibition, most hits filed as inhibitors; 340,000 tested, under 10 active; AID 493005; active = well fitted inhibition curve with a large enough effect in the main read-out, with a control signal flat, not every such curve was filed as active; inconclusive = small, poorly fitted or top-dose-only effect, or effect the other way, or a change in a side signal; inactive = no such curve, though single readings can be large or run the other way; also: potency is read from the fitted curve at half-maximal effect; % of control where 0% means no effect
Target sequence (Q99816 whole entry, looked up): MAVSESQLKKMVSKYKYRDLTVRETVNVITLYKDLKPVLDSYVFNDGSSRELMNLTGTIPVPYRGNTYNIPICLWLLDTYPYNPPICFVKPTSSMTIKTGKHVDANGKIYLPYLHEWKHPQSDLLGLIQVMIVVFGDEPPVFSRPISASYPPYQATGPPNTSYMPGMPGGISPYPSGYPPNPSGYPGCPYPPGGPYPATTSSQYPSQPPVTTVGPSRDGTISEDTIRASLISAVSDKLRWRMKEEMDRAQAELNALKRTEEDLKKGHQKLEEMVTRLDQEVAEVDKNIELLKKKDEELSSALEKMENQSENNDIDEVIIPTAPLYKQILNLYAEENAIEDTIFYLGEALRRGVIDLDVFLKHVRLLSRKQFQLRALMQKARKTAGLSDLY
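Fluorescence anisotropy tracks displacement of a FITC-tagged PTAP peptide (50 nM) from the Tsg101 binding domain (10 uM), following a 20 min room-temperature incubation at pH 7.5.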
MLL CXXC-DNA inh – MLL CXXC-DNA interaction inhibition. 290,000 tested, 0.037% active. AID 2662. Q03164. MLL-CXXC / FITC-HOXA9 DNA fluorescence polarization. Potency, µM (series often up to 115 µM), for the others: at the top dose activity change, negative = inhibition, usual class: inhibitors; active = well fitted inhibition curve with a large enough effect in the polarisation, with a control signal flat, not every such curve was filed as active; inconclusive = small, poorly fitted or top-dose-only effect, or effect the other way, or a change in a side signal; inactive = no such curve, though single readings can be large or run the other way; the % refers to the polarisation; also: potency is read from the fitted curve at half-maximal effect
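Steps: dispense CXXC domain solution (7 uM) → pin compounds or unlabeled HOX-A9 DNA control → 5 min ambient → add FLSN-HOX-A9 solution (50 nM) → spin → 30 min ambient → fluorescence polarization. Tris pH 7.5/NaCl/DTT/BSA buffer.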
Active calls of the source: *; ? = inconclusive; . = no result given; & = joins results of further samples; [ ] = remark or other dose. Unless noted, calls follow the shape of the dose curve; as a rule, active = well fitted curve in the direction sought with a large enough effect; inconclusive = small, poorly fitted or top-dose-only effect, or another doubt; inactive = no such curve, though single readings can be large; an effect the other way counts as inactive or inconclusive.

SMILES	ELG1 repair inh	A-T KAP1 phos	B2AR arrestin	p53 reactivation	Integrin act MD	BRCA1 expr act	TRPV1 agonist	TCR activator	PTAP TSG101 blk	MLL CXXC-DNA inh
CSCCC(NC(=O)c1ccccc1Br)C(=O)N1CCCC(C(F)(F)F)C1 (centres undefined)	8%	7%	-0.3%	0%	-2%	4%	3	1%	3%	-3%
COc1ccc(-c2nnc(NC(=O)CS(=O)(=O)c3ccc(F)cc3)o2)c(OC)c1	3%	-4%	-0.1%	1%	10%	-8%	1	0%	-1%	.
OC1CCN(Cc2ccc3ccccc3c2)CC1	0%	7%	0.1%	.	-15%	-2%	-1	.	-1%	11%
CC(OC(=O)CSc1ccc(F)cc1)C(=O)NC1(C#N)CCCCC1 (centres undefined)	-8%	1%	-0.5%	12%	5%	6%	9	-7%	-2%	11%
COc1ccc(CC(=O)OCC(=O)Nc2ccc(OC(F)F)cc2)cc1OC	13%	-5%	0.1%	4%	-24%	15%	?	-3%	-5%	.
Cc1ccc2c(c1)cc1c(=O)n(CC(=O)N(C)c3ccccc3)nc(C)n12	7%	2%	0.1%	1%	17%	6%&3%	4	3%	-3%	19%
CCc1ccc(N2CC(C(=O)N/N=C/c3cccc([N+](=O)[O-])c3)CC2=O)cc1 (centres undefined)	1%	-7%	-0.1%	-4%	4%	-1%	-1	0%	-2%	49%[activator]
CCCn1c(SCC(=O)Nc2ccc(F)c(Cl)c2)nc(O)cc1=O	-6%	0%	-0.1%	2%	20%	-18%	.	5%	-2%	.
CCCN1C(=O)C2(OCCO2)c2cc(Cl)ccc21	-1%	-8%	-0.1%	7%	27%	2%	16	0%	0%	-15%
O=C(Nc1ccc(Cl)cc1)Nc1cccc2nsnc12	?	-3%	0.3%	?	13%	-11%	87*	-2%	-9%	?
CCCC1(C(=O)OC)NC(c2ccco2)C2C(=O)N(c3ccc(C)cc3)C(=O)C21 (centres undefined)	0%	-2%	-1.2%	13%	13%	8%	2	-3%	-5%	-2%
O=C1CC(c2ccccc2)Cc2nc(NCc3ccco3)ncc21 (centres undefined)	?	-2%	-0.2%	-5%	-19%	-47%	22	1%	-6%	14%
Cc1cc(NC(=O)Cn2c(=O)c3c(ncn3CC(C)C)n(Cc3ccccc3)c2=O)no1	-22%	14%	0.4%	-2%	-9%	4%	5	0%	-9%	-8%
Cc1csc(NC(=O)c2cc3c(s2)CCCC3)n1	?	?	-0.4%	-3%	3%	?	4	-2%	-10%	-8%
O=C(Nc1ccc(-n2cnnn2)cc1)C(c1ccccc1)c1ccccc1	2%	0%	0.0%	?	-23%	3%	1	-2%	-2%	17%
Cc1ccc2oc(C(=O)NCC(c3ccco3)N3CCCC3)c(C)c2c1 (centres undefined)	?	-20%	-0.1%	12%	-42%	-1%	0	5%	-4%	23%
CCCn1nc(NS(=O)(=O)c2ccccc2)c2cc3cc(C)ccc3nc21	0%	0%	-0.6%	13%	-6%	-16%	12	0%[46.1 µM]	-4%	3%
COc1cc(-c2cc(=O)c3c(O)c(OC)c(OC)cc3o2)cc(OC)c1O	-28%	3%	-0.1%	-8%	-15%	-17%	-3	1%	-1%	-2%
CCOc1cc(C)c(Cl)cc1S(=O)(=O)NC1CC(C)(C)NC(C)(C)C1	-10%	-3%	-1.7%	-18%	-40%	-24%	2	0%[46.1 µM]	-2%	-10%
O=C(C1=C[C@@H](c2ccc3c(c2)OCO3)C[C@@H](OCCCCO)O1)N1CCN(Cc2ccc3c(c2)OCO3)CC1	0%	-2%	0.4%	-6%	11%	0%	22	0%	2%	-14%
O=C(c1cccnc1)N1CCN(Cc2cccc(F)c2)CC1	-6%	0%	0.4%	6%	-37%	-8%	-2	-1%	-1%	1%
CCOc1cc(N2CCOCC2)c(OCC)cc1NC(=O)c1c(-c2ccccc2Cl)noc1C	?	1%	-0.9%	-2%	27%	-22%	12	-1%	-1%	-12%
O=C(COC(=O)CC1CC2CCC1C2)Nc1c(F)cccc1F (centres undefined)	-4%	0%	0.0%	2%	4%	0%	22	2%	3%	2%
Cc1ccc(C(=O)OCC(=O)N2CCOCC2)cc1	?	-4%	-0.7%	?	5%	?	0	-1%	0%	27%
c1ccc(CNc2ncnc3[nH]ncc23)cc1	.	.	.	.	-24%	-6%&10%	.	0%	-6%	.
O=C(NCc1ccc2c(c1)OCO2)C1CCCCC1	20%	-10%	-0.5%	16%	?	52%	3	-6%	0%	2%
Oc1ccc(CCNc2c3ccccc3nc3ccccc23)cc1O	?	3%	0.8%	-4%	-58%[inhibitor]	-81%[inhibitor]	3	0%	-3%	?
COCCNC(=O)C(=O)N/N=C/c1ccc(C(=O)OC)cc1	4%	-1%	0.0%	7%	3%	2%	2	-3%	-1%	-4%
Cc1ccc2c(CN3CC(C)CC(C)C3)cc(=O)oc2c1C (centres undefined)	8%	2%	0.0%	8%	3%	-6%	?	-1%	-4%	-3%
CC(NC(=O)c1ccccc1Cl)C(=O)Nc1ccc2c(c1)OCO2 (centres undefined)	?	-1%	-0.1%	6%	22%	29%	-1	2%	2%	.
C=CCOc1ccc(C(=O)NC2CCCCC2)cc1	?	1%	0.0%	25%	20%	70%	?	3%	-4%	-2%
CCOC(=O)N1CCN(c2nc3ccccc3nc2C(C#N)S(=O)(=O)c2ccc(C)cc2)CC1 (centres undefined)	-2%	8%	0.1%	14%	28%	-2%	-4	-9%	?	-1%
CC(NC(=S)NCCc1ccccc1)C(c1cccs1)N1CCN(Cc2ccccc2)CC1 (centres undefined)	?	13%	-0.1%	17%	-48%[inhibitor]	-35%	-3	-5%	-1%	16%
CCOC(=O)c1c(/N=C/c2ccccc2O)sc2c1CCC2	1%	2%	-0.9%	0%	-12%	-19%	3	2%[46.1 µM]	0%	2%
O=C1[C@@H](Oc2ccccc2)[C@@H](c2ccccc2)N1c1cccnc1	.	.	.	.	-9%	2%	.	-1%	-2%	.
CC1CCCN(CC(=O)Nc2cc(S(=O)(=O)N3CCOCC3)ccc2N2CCCC2)C1 (centres undefined)	10%	0%	-0.6%	-2%	?	-12%	6	-8%	-4%	.
COCCNC(=O)C(c1ccc(C)cc1)N(Cc1ccccc1)C(=O)CCC(=O)Nc1ccccn1 (centres undefined)	-3%	-1%	-0.1%	0%	-48%	-13%	-1	9%	-6%	-3%
O=C(CC(=O)NC1CCCCC1)N/N=C/c1ccccc1F	1%	0%	0.1%	1%	.	.	2	.	.	-5%
Cn1c(SCC(=O)N2CCN(c3ccccc3)CC2)nnc1-c1ccco1	-21%	-5%	0.4%	2%	-28%	-28%	1	1%	-5%	9%
CC1(c2nnc(-c3ccc(Cl)cc3)o2)CC(c2ccncc2)=NO1 (centres undefined)	-8%	-23%	0.1%	-2%	-6%	2%	21	-6%	-5%	-19%

Shown with two lines to a compound: part of the list above.
Sequence of screens: ELG1 repair inh	A-T KAP1 phos	B2AR arrestin	p53 reactivation	Integrin act MD	BRCA1 expr act	TRPV1 agonist	TCR activator	PTAP TSG101 blk	MLL CXXC-DNA inh
O=C(NCc1ccc2c(c1)OCO2)C1CCCCC1
→ 20%	-10%	-0.5%	16%	?	52%	3	-6%	0%	2%
Oc1ccc(CCNc2c3ccccc3nc3ccccc23)cc1O
→ ?	3%	0.8%	-4%	-58%[inhibitor]	-81%[inhibitor]	3	0%	-3%	?
COCCNC(=O)C(=O)N/N=C/c1ccc(C(=O)OC)cc1
→ 4%	-1%	0.0%	7%	3%	2%	2	-3%	-1%	-4%
Cc1ccc2c(CN3CC(C)CC(C)C3)cc(=O)oc2c1C (centres undefined)
→ 8%	2%	0.0%	8%	3%	-6%	?	-1%	-4%	-3%
CC(NC(=O)c1ccccc1Cl)C(=O)Nc1ccc2c(c1)OCO2 (centres undefined)
→ ?	-1%	-0.1%	6%	22%	29%	-1	2%	2%	.
C=CCOc1ccc(C(=O)NC2CCCCC2)cc1
→ ?	1%	0.0%	25%	20%	70%	?	3%	-4%	-2%
CCOC(=O)N1CCN(c2nc3ccccc3nc2C(C#N)S(=O)(=O)c2ccc(C)cc2)CC1 (centres undefined)
→ -2%	8%	0.1%	14%	28%	-2%	-4	-9%	?	-1%
CC(NC(=S)NCCc1ccccc1)C(c1cccs1)N1CCN(Cc2ccccc2)CC1 (centres undefined)
→ ?	13%	-0.1%	17%	-48%[inhibitor]	-35%	-3	-5%	-1%	16%
CCOC(=O)c1c(/N=C/c2ccccc2O)sc2c1CCC2
→ 1%	2%	-0.9%	0%	-12%	-19%	3	2%[46.1 µM]	0%	2%
